Screens deposited in PubChem by Vanderbilt High Throughput Screening Facility.
hDAT+cocaine – modulates human dopamine transporter uptake under cocaine. AID 449768. B-score at 10 µM. hit rate 1.3% among 110,000. LLC-PK1 hDAT cells, [14C]-dopamine uptake with cocaine IC80; actives deviate in either direction. Q01959;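 active = Z score or B-score, a plate-position-corrected score, falls beyond the plate's 99.7% confidence bounds, in either direction; inactive = both scores lie inside the 99.7% bounds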;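 also: scored against the spread of the other compound wells on the same plate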
Target sequence (Q01959 whole entry, looked up): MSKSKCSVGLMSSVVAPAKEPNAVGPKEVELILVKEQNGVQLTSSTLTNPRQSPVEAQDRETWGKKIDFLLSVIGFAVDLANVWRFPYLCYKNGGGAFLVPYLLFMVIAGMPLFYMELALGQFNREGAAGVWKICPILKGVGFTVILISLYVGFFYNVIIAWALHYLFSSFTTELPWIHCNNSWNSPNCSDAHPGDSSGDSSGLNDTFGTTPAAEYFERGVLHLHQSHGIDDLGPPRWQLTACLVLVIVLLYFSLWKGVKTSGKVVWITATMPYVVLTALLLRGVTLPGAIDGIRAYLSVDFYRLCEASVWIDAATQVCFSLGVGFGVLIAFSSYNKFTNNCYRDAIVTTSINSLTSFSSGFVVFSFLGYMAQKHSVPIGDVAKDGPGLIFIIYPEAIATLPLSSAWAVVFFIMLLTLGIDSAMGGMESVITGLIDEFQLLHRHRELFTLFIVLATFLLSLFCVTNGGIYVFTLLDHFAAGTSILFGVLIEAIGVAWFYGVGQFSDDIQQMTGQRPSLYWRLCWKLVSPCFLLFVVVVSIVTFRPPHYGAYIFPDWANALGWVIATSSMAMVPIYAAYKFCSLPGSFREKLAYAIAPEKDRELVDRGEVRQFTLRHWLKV
* hit, by the source's call.

hDAT+cocaine,compound
-0.391,O=C1N[C@@H](Cc2cn(S(=O)(=O)c3ccc(F)cc3)c3ccccc23)C(=O)N[C@H]1Cc1ccccc1
0.757,COC(=O)C1(Cc2ccc(O)c(CC3OC3(C)C)c2)OC(=O)C(O)=C1c1ccc(O)cc1 (stereo not drawn)
-0.629,C(#CC1CCCCC1)c1ccc2c(c1)COc1c3ccccc3nn1-2
2.95*,CC(C)C1COC(c2cccc3ccccc23)=N1 (stereo not drawn)
-1.62,COC(=O)/C(=C1/Oc2cc(C)oc(=O)c2S1)C(F)(F)F
-0.941,O=C1C(O)=C(O)C(=O)c2ccccc21
-0.00193,CCN(CC)C(=O)CC(c1cc(OC)c(OC)c(OC)c1)c1c(O)cc(OC)cc1OC (stereo not drawn)
-0.99,CC(C)C[C@H](NC(=O)c1nc[nH]c1C(=O)NC(c1ccccc1)c1ccccc1)C(=O)OC(C)(C)C
0.459,CCOC(=O)CN1C(=O)N[C@@H](c2ccccc2)[C@@H](C(=O)OC)[C@H]1C
-0.308,Cc1nc(NC(=O)c2ccccc2)sc1C1(C)CC(c2ccc(OC(F)(F)F)cc2)=NO1 (stereo not drawn)

(listing goes on)
hDAT+cocaine,compound
-0.0802,Cc1ccc2c(c1)C(=O)CC1(CCCC1)O2
-0.316,C[C@@]12CCC=C[C@H]1[C@H](c1ccc3ccccc3c1/C=C/c1ccccc1)N(Cc1ccccc1)C2=O
-0.341,O=C(NCc1ccc(C(F)(F)F)cc1)c1ccc2c(c1)S(=O)(=O)c1ccccc1C2=O
0.17,CC1(c2nnc(-c3cccc(Cl)c3)o2)CC(c2ccccc2)=NO1 (stereo not drawn)
-0.0773,Cc1ccc([N+](=O)[O-])cc1NC(=O)CN(C1CCCCC1)S(=O)(=O)c1ccc(Cl)cc1
0.115,C/C(CCN1CCc2nc(-c3ccccc3)c(-c3ccccc3)cc2C1)=N\OC[C@@H](C)[C@H](OCc1ccccc1)C(C)C
0.164,C/C=C\C=C/C(=O)Nc1cccc(C2=NOC3(C2)C[C@@H](C(N)=O)N(C(=O)/C=C/C=C\C)C3)c1 (stereo partly drawn)
0.00778,CC[C@H](C)[C@@H](C(=O)N1CCNCC1)n1cc([C@@H](N)Cc2ccc(O)cc2)nn1
1.11,CC(=O)OC[C@]1(OC(C)=O)C[C@@]23CC[C@H]4[C@@](C)(CCC[C@@]4(C)C(=O)O)[C@@H]2CC[C@@H]1C3
-0.0297,CC(C)(C)OC(=O)CC[C@@H](C(=O)N1CCN(C(=O)OC(C)(C)C)CC1)n1cc(C(CO)NC(=O)OC(C)(C)C)nn1 (stereo partly drawn)

Next part:
hDAT+cocaine,compound
2.06,COc1cccc([C@@H]2Oc3ccc(OC)cc3C(=O)[C@H]2OC(=O)Nc2cc(OC)c(OC)c(OC)c2)c1
-0.147,O=c1cc(-c2cccc(F)c2)[nH]c2ccccc12
0.529,CC1(c2nnc(Cc3ccccc3)o2)CC(c2ccc([N+](=O)[O-])cc2)=NO1 (stereo not drawn)
-0.0848,O=C(Nc1ccc(O)c2c(=O)cc(-c3cccc(Cl)c3)oc12)c1ccccc1Cl
-1.48,O=c1c(Oc2ccccc2)coc2cc(O)cc(O)c12
-1.19,COc1c(C)c2c(c(O)c1C/C=C(\C)CCC(=O)O)C(=O)OC2
-0.627,COc1c2c(cc3oc(=O)c4c5ccc(O)cc5oc4c13)OC(C)(C)CC2
0.575,COc1cc(OC)c2ccc(=O)oc2c1C(CC(=O)N1CCCC1)c1ccc2c(c1)OCO2 (stereo not drawn)
2.76*,CC1=C(C(=O)OCc2ccccc2)C(c2ccccc2OS(=O)(=O)c2ccc([N+](=O)[O-])cc2)NC(=O)N1CCCC(=O)O (stereo not drawn)
-1.1,C[C@@H]1C=C(C(=O)N2CCN(C)CC2)O[C@H](OCc2ccc(CO)cc2)C1

Next structures follow.
hDAT+cocaine,compound
0.247,COC(=O)C1=C(C)N(Cc2ccccc2)C(=O)N[C@H]1c1cccc(F)c1
1.19,CCC1=C2CC[C@H]3C(=O)N(c4ccccc4)C(=O)[C@H]3[C@H]2[C@@]2(C)C(=NCc3ccccc3)OC(=O)N2C1=O
-0.771,Cc1csc(NC(C)c2nc3cc(Cl)c(N4CCCCC4)cc3n2CCOCCO)n1 (stereo not drawn)
1.49,COc1ccc([C@@]2(O)c3c(ccc(CC=C(C)C)c3O)NC(=O)[C@@H]2OC)cc1
0.26,c1ccc(-c2cnc(-c3ccccc3)nn2)cc1
0.466,O=C(Nc1ccc(F)cc1)OCCN1CCN(Cc2ccccc2)CCC1=O
-0.519,Cc1cc(C)c(S(=O)(=O)N2CCOC2CNC(=O)C(=O)NCc2ccco2)c(C)c1 (stereo not drawn)
0.119,CC(C)CN1CCC(=O)N([C@H](CSc2ccc(Br)cc2)c2ccccc2)CC1
0.211,Cc1cc2c(nc1C)CCCN2C[C@@H](C)O/N=C1/[C@H]2CCn3c(=O)n(-c4ccccc4)c(=O)n3[C@H]2[C@H](O)[C@@H]2O[C@H]12
-0.0302,COc1cc(CCCN2C(=S)NC[C@@H]2CCCCN)cc(OC)c1OC

Further results follow:
hDAT+cocaine,compound
0.885,C=C(C)C(=O)Nc1cccc(C2=NOC3(C2)C[C@H](C(N)=O)N(C(=O)C(c2ccccc2)c2ccccc2)C3)c1 (stereo partly drawn)
-0.157,Cc1ccc(C2=NOC(C)(c3nnc(-c4ccc(F)cc4)o3)C2)cc1 (stereo not drawn)
0.241,Cc1ccc(F)c([C@H]2C3C=CCC(c4ccccc4)C3C(=O)N2Cc2ccccc2)c1 (stereo partly drawn)
0.544,COc1ccc(C2/C=C\CN(C(=O)CC(C)C)CC(=O)N2Cc2ccc(F)cc2)cc1 (stereo not drawn)
-0.687,C#CCOCCOCCOCCNc1nc(N2CCN(C(=O)Cn3cc(CC(C)O)nn3)CC2)nc(N2CCN(C(=O)[C@H](C)n3cc(CCCN=C(N)N)nn3)CC2)n1 (stereo partly drawn)
2.43*,O=C(NCc1ccc(F)cc1)C(=O)NCC1OCCN1C(=O)c1ccc(Cl)cc1 (stereo not drawn)
-0.00418,Cc1c(N=c2c(=O)c3ccccc3c2=O)c(=O)n(-c2ccccc2)n1C
0.357,CCCCCCC(=O)Cc1cc(OC)c(OC)cc1C=C(C(=O)OCC)C(=O)OCC
0.352,O=C(Nc1ccc2ccccc2c1)[C@@H]1C[C@H]1[C@@H](NP(=O)(c1ccccc1)c1ccccc1)c1ccccc1
0.892,CCC1=C2CC[C@H]3C(=O)N(CC)C(=O)[C@H]3[C@H]2[C@@]2(Cc3ccccc3)C(=NCc3ccccc3)OC(=O)N2C1=O

Part of the list above, with each value named:
> Cc1c(N=c2c(=O)c3ccccc3c2=O)c(=O)n(-c2ccccc2)n1C
  hDAT+cocaine = -0.00418

> C#CCOCCOCCOCCNc1nc(N2CCN(C(=O)Cn3cc(CC(C)O)nn3)CC2)nc(N2CCN(C(=O)[C@H](C)n3cc(CCCN=C(N)N)nn3)CC2)n1 (stereo partly drawn)
  hDAT+cocaine = -0.687

> O=C(Nc1ccc2ccccc2c1)[C@@H]1C[C@H]1[C@@H](NP(=O)(c1ccccc1)c1ccccc1)c1ccccc1
  hDAT+cocaine = 0.352

> CCCCCCC(=O)Cc1cc(OC)c(OC)cc1C=C(C(=O)OCC)C(=O)OCC
  hDAT+cocaine = 0.357

(next part)
hDAT+cocaine,compound
0.0215,Cc1cc(=O)[nH]c(=S)[nH]1
1.25,COc1cc(CCCN2C(N)=NC[C@@H]2Cc2ccccc2)cc(OC)c1OC
0.00404,C=CCOC(=O)C(=O)/C=C/c1ccc2c(c1)Cc1ccccc1-2
-0.355,CCN(CC)C(=O)CC(c1ccc(OC)cc1)c1c(O)cc(OC)cc1OC (stereo not drawn)
0.723,CCOC(=O)c1sc(NC(=O)CSc2nc3c(c(=O)n2-c2ccccc2)SCC3)c(C(=O)OCC)c1C
0.241,CCOC(=O)CN1C(=O)N[C@@H](CCc2ccccc2)C(C(C)=O)=C1C
-1.08,COC(=O)CCC(=O)OC1(C)C(=O)C2=CN(CC(C)C)C(c3ccc(OC)cc3)=CC2=C(Br)C1=O (stereo not drawn)
0.302,CC(c1c(O)c2ccccc2[nH]c1=O)C1(C)CCC(O)C(C)(C)O1 (stereo not drawn)
-0.74,COc1cc(O)c(C(C)=O)c(CC(=O)O)c1
-0.536,CC(C)CCNC(=O)c1onc(CSc2ccc(Cl)cc2)c1C(=O)NCCC(C)C

Further structures
hDAT+cocaine,compound
0.236,C=C1CCN(c2ccc(C(=O)NCCC)cc2[N+](=O)[O-])CC1
0.477,Cc1ccc(Cn2c(C3CCCN3c3nc(C)cs3)nc3cc(C(=O)NCCCO)ccc32)cc1 (stereo not drawn)
0.00784,COc1ccc(NC(=O)c2nc[nH]c2C(=O)N[C@@H](CC(C)C)C(=O)OC(C)(C)C)cc1
0.375,CCO[C@@H]1OC(C(=O)N2CCN(Cc3ccc4c(c3)OCO4)CC2)=C[C@H](c2ccc(C(F)(F)F)cc2)[C@H]1CCCO
-0.639,C#CCOCCOCCOCCNc1nc(N2CCN(C(=O)[C@H]([C@@H](C)O)n3cc(CCCCN)nn3)CC2)nc(N2CCN(C(=O)[C@H](Cc3ccc(O)cc3)n3cc(CCO)nn3)CC2)n1
-0.085,CCCCN1CC[C@H]2C=CC[C@@H](C(=O)N3CCOCC3)[C@H]2C1=O
0.524,C/C=C(/C)C(=O)O[C@@H]1c2cc3c(c(OC)c2-c2c(cc(OC)c(OC)c2OC)[C@@H](OC(C)=O)[C@@H](C)[C@H]1C)OCO3
1.64,O=C(NCc1cccnc1)[C@@H]1CC=C[C@@H]2CCN(Cc3ccc(Cl)c(Cl)c3)C(=O)[C@@H]21
0.00214,CCOC(=O)CN1C(=O)N[C@@H](c2cccs2)C(C(C)=O)=C1C
0.353,CCCNC(=O)c1onc(CSc2ccccn2)c1C(=O)NCCC

Remaining list, next part.
hDAT+cocaine,compound
-1.65,CCCCCC(=O)Nc1cccc(C2=NOC3(C2)C[C@H](C(N)=O)N(C(=O)CC#N)C3)c1 (stereo partly drawn)
-1.12,COC(=O)c1cc(=O)n(-c2ccc(F)cc2)c(=Nc2ccc(F)cc2)s1
-0.0852,O=C(NCCCN1CCOCC1)c1onc(CSc2ccc(F)c(F)c2)c1C(=O)NCCCN1CCOCC1
-0.951,CCCCNc1c(C(=O)OCC)c(C)nc2c1cnn2CC
0.478,CCO[C@@H]1OC(C(=O)NC2CC2)=C[C@H](c2c[nH]c3ccccc23)[C@H]1CCCO
-0.672,Cc1ccc(S(=O)(=O)NNC(=O)CC#N)cc1
-0.113,Cc1ccc(-n2nnc(-c3nccn3C)n2)cc1
0.275,Cc1cc(O)cc(C)c1Cl
0.00661,COc1cc(C)c(C(=O)Oc2cc(C)c(C(=O)O)c(O)c2)c(O)c1
-0.928,CCOC(=O)n1cc(-c2cnc(CNC(=O)C(C)(c3ccccc3)c3ccccc3)o2)c2ccccc21

(cont.)
hDAT+cocaine,compound
0.658,O=C(O)CCC/C=C\C[C@@H]1[C@@H](/C=C/[C@@H](O)COc2cccc(Cl)c2)[C@H](O)C[C@@H]1O
-0.903,Cc1ccc(-n2nnc(-c3cc4ccccc4n3C)n2)cc1
-0.485,CCCNC(=O)c1ccc2c(=O)c(O)c(-c3ccc(Cl)c([N+](=O)[O-])c3)[nH]c2c1
1.7,O=C(NCc1ccccc1)C1=C[C@H](c2ccccc2)C[C@H](OCc2ccc(CO)cc2)O1
-0.0194,CC(C)=CCC/C(C)=C/C(=O)O
0.00484,Cc1csc(NC(CO)c2nc3ccccc3n2CCOCCO)n1 (stereo not drawn)
0.464,O=C1CCN(S(=O)(=O)c2ccccc2)CCN1CCOCc1ccc(Cl)cc1
-0.0245,COC(=O)C1N2C(=O)[C@@H](NC(=O)COc3ccccc3)[C@H]2SC1(C)C (stereo partly drawn)
0.583,NCCCC[C@H]1CN=C(N)N1CCC12CC3CC(CC(C3)C1)C2
1.82*,CCN1CCN(Cc2ccc(NC(=O)c3ccc(C)c(NC(=O)c4csc(-c5ccncc5)n4)c3)cc2C(F)(F)F)CC1

(listing goes on)
hDAT+cocaine,compound
0.268,CCCCCCN(C(=O)CCCCCN1C(=O)NC(c2ccccc2)C(C(=O)OCc2ccccc2)=C1C)C(C(=O)NCCCC)c1ccc(OCC(=O)OC)c(C(=O)OC)c1 (stereo not drawn)
-0.459,O=C(NCc1ccccc1)[C@@H]1C[C@H]1[C@@H](NP(=O)(c1ccccc1)c1ccccc1)c1ccccc1
1.29,O=C(NC1CC1)C1=C[C@@H](c2ccc(C(F)(F)F)cc2)C[C@@H](OCCCCO)O1
1.55,C[C@@H](C[C@@H](O)[C@H](O)C(C)(C)O)[C@@H]1CC[C@]2(C)C3=CC[C@H]4C(C)(C)C(=O)CC[C@]4(C)[C@H]3CC[C@@]12C
-0.545,CCO[C@H]1OC(C(=O)N2CCN(C)CC2)=C[C@@H](c2ccc3c(c2)OCO3)[C@@H]1CCCO
-0.413,CC[C@@H]1CC=C[C@H]2[C@H]1C(=O)N(Cc1ccccc1)[C@H]2c1ccc(C(F)(F)F)cc1
-0.555,COc1cc(C(CCN2CCCC2)c2c(OC)cc(OC)c3ccc(=O)oc23)cc(OC)c1OC (stereo not drawn)
-0.825,COC(=O)c1ccc(C23CC4(C2)[C@H](CN(Cc2ccc(-c5ccccc5)cc2)[C@@H]4c2ccccc2)C3c2ccccc2)cc1 (stereo partly drawn)
-1.2,CCCCN1C(=O)C(=O)NC[C@@H]1C(C)CC (stereo partly drawn)
0.8,Cc1ccc2nc(NNC(=O)c3ccc(S(=O)(=O)N4CCc5ccccc5C4)cc3)sc2c1

(list continues)
hDAT+cocaine,compound
0.97,CCCCCC(=O)N1CC2(CC(c3cccc(NC(=O)[C@@H]4CCC(=O)N4)c3)=NO2)C[C@@H]1C(N)=O (stereo partly drawn)
0.809,CC[C@@]1(O)C(=O)OCc2c1cc1n(c2=O)Cc2cc3c(CN(C)C)c(O)ccc3nc2-1
-0.0231,COc1cc(-c2ccc(=O)[nH]n2)ccc1OC(F)F
-0.856,CC(C)C[C@H](NC(=O)c1[nH]cnc1C(=O)N[C@@H](C)c1ccccc1)C(=O)OCc1ccccc1

An excerpt (hit frequency here may not be typical).
